IMPase inh: qHTS Assay for Identifying the Cell-Membrane Permeable IMPase Inhibitors; Inositol monophosphatase 1 (Rattus norvegicus), P97697; CHO-M1 cells, IP1 accumulation, HTRF TR-FRET ratio; inhibition (IP1 accumulation), % at 46.1 µM; 120,000 tested, under 10 active; active means well fitted curve in the direction sought with a large enough effect in the signal ratio, not every such curve was filed as active; inconclusive means small, poorly fitted or top-dose-only effect, or a change in a side signal; inactive means no such curve, though single readings can be large or run the other way; the % refers to the signal ratio;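 further: cells stimulated with carbachol in lithium chloride buffer; plate controls were DMSO basal wells for no effect and reference inhibitor wells for full effect; higher means more IMPase inhibition seen as more IP1 and lower FRET ratio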
Target sequence (P97697 whole entry, looked up): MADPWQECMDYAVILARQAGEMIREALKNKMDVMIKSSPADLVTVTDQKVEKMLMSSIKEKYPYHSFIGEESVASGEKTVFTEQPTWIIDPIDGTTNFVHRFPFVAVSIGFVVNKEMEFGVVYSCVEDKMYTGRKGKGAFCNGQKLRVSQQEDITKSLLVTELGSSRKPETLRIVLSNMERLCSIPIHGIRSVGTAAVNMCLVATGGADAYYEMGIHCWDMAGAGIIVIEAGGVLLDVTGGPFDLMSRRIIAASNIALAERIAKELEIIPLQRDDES
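CHO-M1, 2000 cells/well, cultured 16–30 h; cpd up to 46 uM; carbachol (50 uM solution, stimulation buffer w/ 50 mM LiCl, pH 7.4), 30 min 37C; IP-One TR-FRET, 10 min RT; Ex 320/Em 665, 620; Hill-fit AC50.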
ALOX12 inhib: qHTS Assay for Inhibitors of 12-hLO (12-human lipoxygenase); Polyunsaturated fatty acid lipoxygenase ALOX12 (Homo sapiens), P18054; purified 12-hLO, xylenol orange hydroperoxide absorbance; Potency, µM (doses to about 57.1 µM), for inactives: at the highest dose activity change, negative = inhibition, usual class: inhibitors; 150,000 tested, 0.12% active; AID 1452, 2008; further: potency means the concentration at half of the fitted maximal effect; nearly all actives have a fitted effect of over 55% in size; many of its hits are not listed in these tables
Target sequence (P18054 whole entry, looked up): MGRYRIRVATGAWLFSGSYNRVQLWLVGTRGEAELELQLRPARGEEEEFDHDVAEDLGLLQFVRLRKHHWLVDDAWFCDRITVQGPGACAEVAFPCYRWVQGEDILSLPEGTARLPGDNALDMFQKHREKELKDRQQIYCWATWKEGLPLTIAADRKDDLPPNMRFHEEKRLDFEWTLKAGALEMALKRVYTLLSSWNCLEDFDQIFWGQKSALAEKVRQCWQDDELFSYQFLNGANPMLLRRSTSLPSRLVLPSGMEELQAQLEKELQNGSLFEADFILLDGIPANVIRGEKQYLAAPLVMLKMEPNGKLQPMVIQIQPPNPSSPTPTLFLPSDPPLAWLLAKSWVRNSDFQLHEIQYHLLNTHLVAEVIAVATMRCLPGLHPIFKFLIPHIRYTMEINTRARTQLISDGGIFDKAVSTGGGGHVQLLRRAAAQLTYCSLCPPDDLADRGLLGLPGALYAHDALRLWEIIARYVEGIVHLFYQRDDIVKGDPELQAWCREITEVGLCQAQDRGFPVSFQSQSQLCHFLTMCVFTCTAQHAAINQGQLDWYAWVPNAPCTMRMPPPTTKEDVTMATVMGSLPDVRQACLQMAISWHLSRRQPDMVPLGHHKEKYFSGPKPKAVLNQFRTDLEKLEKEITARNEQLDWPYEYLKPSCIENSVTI
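Purified human 12hLO (150 nM final) was preincubated with compounds for 15 min at room temperature in 25 mM Hepes pH 7.0, 0.01% Triton X-100, then reacted with 40 uM arachidonic acid for 30 min. Hydroperoxide was detected with ferrous iron/xylenol orange.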
PNC inhibitor: High Content Assay for Compounds that inhibit the Assembly of the Perinucleolar Compartment. PC3M PTB-GFP, PNC prevalence imaging, 16 h; stronger effect = lower value. 140,000 tested, 3.1% active. activity change (PNC), negative = inhibition, % at 10 µM;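 active means readout at or below -70, meaning at least 70% loss of cells showing the perinucleolar compartment, a nuclear body marking cancer cells; inconclusive means readout between -30 and a set limit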;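 further: plate controls were DMSO wells for no effect and camptothecin positive control wells for full effect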
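Compounds are pinned in duplicate onto adhered PC3M cells stably expressing GFP-tagged PTB and incubated 16 h at 37 C. Cells are then fixed, nuclei stained with Hoechst, and PNC-positive cells counted.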
15-hLO-2 inh: qHTS Assay for Inhibitors of 15-hLO-2 (15-human lipoxygenase 2) | Polyunsaturated fatty acid lipoxygenase ALOX15B (Homo sapiens), O15296 | purified 15hLO-2, xylenol orange hydroperoxide absorbance | Potency, µM (highest dose often 57.1 µM), inactives show at the top dose activity change, negative = inhibition, usual class: inhibitors | 110,000 tested, 0.56% active; further: potency means the concentration at half of the fitted maximal effect; nearly all actives have a fitted effect of over 60% in size; many of its hits are not listed in these tables
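Purified human 15hLO-2 (50 nM) preincubated 15 min with compound, then 45 uM arachidonic acid for 90 min at RT in 25 mM Hepes pH 7.5, 0.01% Triton X-100. Hydroperoxide detected by Fe-xylenol orange; 573/405 nm absorbance ratio.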
* hit, by the source's call; ? = inconclusive; / = not tested or not shown; & = joins results of further samples; [ ] = remark or other dose. Unless noted, the call rests on the fitted dose curve; in most records, active means well fitted curve in the direction sought with a large enough effect; inconclusive means small, poorly fitted or top-dose-only effect, or another doubt; inactive means no such curve, though single readings can be large; an effect the other way counts as inactive or inconclusive. Unless noted, on the % scale 0 is the no-effect control and ±100 the full control effect. The list is partial; rates above refer to the full screens.

SMILES	IMPase inh	ALOX12 inhib	PNC inhibitor	15-hLO-2 inh
O=C(Nc1ccc(Cl)cc1)c1ccncc1	?	2.2%	?	6.7%
COC(=O)CNS(=O)(=O)c1ccc(C)cc1	-7.9	-2.6%	?	2.1%
CSCC[C@H](NC(=O)C(C)(C)Oc1ccc(Cl)cc1)c1nc2ccccc2[nH]1	/	0.2%	?	/
CCCn1c(C)nc2c(NC3CCN(Cc4ccccc4)C3)nc(C)nc21 (stereo not given)	/	1.1%	/	22.0%
Cc1cc2c(c(=O)o1)C(C1C=CCCC1)C(C#N)=C(N)O2 (stereo not given)	-3.0	-25.2%	13.5	-1.6%
OC(Cn1cccn1)c1ccccc1 (stereo not given)	-0.7	-3.8%	?	1.9%
COC(=O)CNC(=O)C1CCCN1C(=O)OC(C)(C)C (stereo not given)	2.3	9.3%	29.0	-2.2%
Cc1cccn2cc(-c3ccccc3)nc12	21.5	-6.4%	-11.6	10.6%
Cc1ccc(N2C(=O)C3C4CC(=O)C(c5ccccc54)C3C2=O)cc1C (stereo not given)	6.9	1.2%	41.2	/
Cc1ccc(C)n1-c1ccc(-c2nnc3n2CCCCC3)s1	?	-8.7%	6.8	-8.3%
COC(=O)c1cc(C(=O)CSc2nc(C)cc(C)n2)ccc1O	0.1	-11.8%	11.0	6.3%
N#C/C(=C\c1c(N2CCCCC2)nc2ccccn2c1=O)C(=O)NC1CCS(=O)(=O)C1 (stereo not given)	/	-2.1%	0.1	/
CCCCCCCCCCCCCCCC[n+]1cccc(C(=O)N(CC)CC)c1	/	0.4%	?	/
Cc1ccc(-n2ncc3c(N4CCC(C(N)=O)CC4)ncnc32)c(C)c1	1.6	-3.6%	-16.9	-9.3%
CCN(CC)C(=O)c1ccc2c(c1)nnn2C	/	-1.7%	?	/
Cc1c(CN2CCN(c3cccc(C(F)(F)F)c3)CC2)c(=O)n(-c2ccccc2)n1C	19.7	10.4%	8.9	16.7%
Cc1nn(-c2cccc(Cl)c2)c2c1C(c1cccnc1)C(C#N)=C(N)O2 (stereo not given)	3.6	-15.2%	-3.8	-16.1%
Cc1cccc(OCC(=O)NNC(=O)c2cc3ccccc3oc2=O)c1	4.9	0.0%	4.5	16.0%
CCCCN(CCCNC(=O)c1c(C)cc(=O)oc1C)c1ccccc1	7.8	-2.5%	-97.8*	-5.1%
O=c1c(-c2cccc(F)c2)nc2cncnc2n1C1CC1	/	-1.4%	/	-1.9%
O=C(NC1(C(=O)NC2CCCCC2)CCCCC1)c1ccc2c(c1)OCO2	-0.7	-1.3%	26.6	/
CCOCN(C(=O)Cn1c(CO)nc2ccccc21)c1c(C)cccc1CC	-1.9	-6.4%	3.6	-0.6%
Cc1nn(-c2ccccc2)c(Cl)c1/C=N/NC(=O)c1cccnc1	/	0.7%	-7.7	/
CCOC(=O)c1c(C)cc(=O)oc1C	3.6	2.2%	?	1.1%
CNc1ccccc(C(=O)/C=C/c2ccccc2OC)c1=O	/	-7.8%	52.3	/

Part of the list above, with values ahead of the structure.
IMPase inh	ALOX12 inhib	PNC inhibitor	15-hLO-2 inh	Compound
/	1.1%	/	22.0%	CCCn1c(C)nc2c(NC3CCN(Cc4ccccc4)C3)nc(C)nc21 (stereo not given)
-3.0	-25.2%	13.5	-1.6%	Cc1cc2c(c(=O)o1)C(C1C=CCCC1)C(C#N)=C(N)O2 (stereo not given)

Next section.
SMILES	IMPase inh	ALOX12 inhib	PNC inhibitor	15-hLO-2 inh
O=C(CC1CCCCC1)NCCOc1ccccc1	/	-2.5%	?	/
CCN(CC)c1ccc(NC(=S)NC(=O)Cc2ccccc2)cc1	/	-14.5%	-3.2	/
COc1ccc(-c2nn3c(-c4ccccc4)nnc3s2)cc1	5.8	-10.8%	-23.0	-7.2%
Cc1ccnc(NS(=O)(=O)c2ccc(N3C(=O)c4c(Cl)c(Cl)c(Cl)c(Cl)c4C3=O)cc2)n1	-10.4	-3.8%	?	/
CC(=O)Nc1cc(C(=O)OCC(=O)c2ccc(Cl)cc2Cl)ccc1C	3.9	1.4%	4.3	3.6%
O=C(NCCc1ccccc1)C(=O)c1c(-c2ccccc2)[nH]c2ccccc12	/	-2.5%	?	/
c1ccc(-n2ncc3c(NCc4cccnc4)ncnc32)cc1	-3.6	-0.5%	-12.5	1.7%
COCCCN(Cc1ccccn1)S(=O)(=O)Cc1ccccc1	-0.3	10.8%	8.1	/
O=C(O)c1cccc(NS(=O)(=O)c2cccc3nsnc23)c1	-1.6	2.6%	-10.6	-8.7%
Cc1ccc(C(C)C)c(OCC(=O)OCc2c(C)noc2C)c1	0.7	-3.0%	-5.8	9.3%
O=C(CN1C(=O)COc2ccc(S(=O)(=O)N3CCCC3)cc21)NC1CCCCCCC1	-27.0	-4.8%	18.5	/
Nc1c(C(=O)NC2CCCC2)sc2nc(-c3cccs3)ccc12	?	-7.9%	?	-16.9%
Clc1cccc(Nc2ncnc3ccc(Br)cc23)c1	0.0	4.2%	-14.5	49.6%[activator]
COc1ccccc1N(CC(=O)N/N=C/c1ccc(SC)cc1)S(C)(=O)=O	/	-1.3%	?	/
COC(=O)C(Cc1cnc(Cl)s1)(C(=O)OC)c1ccc([N+](=O)[O-])cc1[N+](=O)[O-]	2.1	-5.1%	-0.6	-6.7%
O=C(CN1C(=O)NC2(CCCCC2)C1=O)Nc1ccc(S(=O)(=O)N2CCOCC2)cc1	-5.7	0.7%	-12.1	2.3%
CN(C)c1nc(OCCOC(=O)Nc2ccc(Cl)cc2Cl)nc(N(C)C)n1	5.6	-0.2%	?	9.7%
CCCCNC(=O)C1CC(c2ccccc2[N+](=O)[O-])=NO1 (stereo not given)	3.7	2.9%	-18.9	-4.5%
N#CC(=C=[N-])C1=C(C#N)C(c2ccccc2F)C([n+]2ccccc2)C(O)(C2CC2)N1 (stereo not given)	?	-6.5%	-9.2	-7.8%
O=C1NC(c2ccccc2)=C(c2ccc3ccccc3n2)C(c2ccncc2)N1 (stereo not given)	?	-4.7%	?	16.8%
O=c1cc(-c2ccccc2)oc2cccc(O)c12	3.8	-12.5%&-7.1%	/	-6.5%&0.2%
COc1cnc(N(C)C)nc1Sc1cccc(Cl)c1	7.1	2.0%	28.8	6.2%
Cc1nnc(SCC(=O)NC(C)(C)C)n1CCc1ccccc1	9.5	2.5%	-5.3	/
CC(=O)C1C(c2ccc(F)cc2)C2C(C)=NN=C2CC1(C)O (stereo not given)	/	-1.5%	?	/
Cc1ccc(S(=O)(=O)C(C)C(=O)c2ccc3c(c2)OCCO3)cc1 (stereo not given)	-11.5	3.6%	-11.6	2.1%

(next part)
SMILES	IMPase inh	ALOX12 inhib	PNC inhibitor	15-hLO-2 inh
Cc1ccccc1C(C(=O)NCc1ccco1)N(CC1CCCO1)C(=O)Cn1nnc2ccccc21 (stereo not given)	3.7	5.6%	20.0	-8.0%
Cc1cccc(Nc2nc(NCc3ccco3)nc(N3CCOCC3)n2)c1	7.2	5.7%	?	49.5%[activator]
O=c1cc(-c2ccccc2)oc2cc(O)c(O)cc12	/	?	/	?
COc1ccc(Oc2coc3c(CN4CCOCC4)c(O)ccc3c2=O)cc1	2.7	4.1%	-12.5	1.0%
Cc1cc(N=Cc2c(CO)cnc(C)c2O)c(N=Cc2c(CO)cnc(C)c2O)cc1C.[Zn]	/	-2.5%[11.4 µM]	/	-5.5%[11.4 µM]
Cc1ccc(OCCNc2cc(N3CCN(CCO)CC3)ccc2[N+](=O)[O-])cc1C	/	-6.3%	57.0	/
CCOC(=O)C1=C(C)NC(C)=C(C(=O)OCC)C1C(=O)OCC(=O)NC(C)C	10.3	-1.4%	?	10.7%
CCOC(=O)c1sc2ncnc(OC)c2c1C	-11.1	16.8%	11.6	-1.3%
COc1ccccc1N1CCN(C(=O)c2cc(-c3cccc(Cl)c3)on2)CC1	?	-5.2%	-25.0	12.7%
CCOC(=O)C(NC(=O)NC1CCCCC1)(c1ccccc1)C(F)(F)F (stereo not given)	-4.8	2.0%	-14.4	-11.2%
CCc1nnc(NC(=O)CSc2nnc3c4ccccc4n(C)c3n2)s1	3.4	-2.0%	24.4	-26.4%
Cc1ccc(S(=O)(=O)NC(=O)NN2C[C@H]3CCC[C@@H]3C2)cc1	-3.4[20.6 µM]	-3.0%[25.6 µM]	/	10.1%[25.6 µM]
CCC(=O)Nc1cccc2c1C(=O)N(C)C2=O	2.1	-3.8%	-111.1*	/
Cc1nc(=O)c(-c2ccccc2)c(C)n1CCCCCC(=O)O	1.9	7.9%	5.9	1.3%
CCc1cc2c(=O)[nH]c(COC)nc2s1	/	2.6%	5.0	/
COc1ccc2c(c1OC)C(=O)N(c1ccc(C)c(C)c1)C2=O	?	-6.7%	?	/
Fc1ccc(-c2csc(/C=C/c3ccc4c(c3)OCO4)n2)cc1	-7.0	-3.2%	-14.8	/
CCn1c(SCc2ccc(Cl)cc2)nnc1-c1ccccc1	4.3	-4.7%	?	/
CCOP(=O)(c1ccccc1)c1nc(-c2ccccc2Cl)oc1N1CCCCC1 (stereo not given)	10.0[0.0738 µM]	-3.9%	-9.0	/
Cc1nn(Cc2ccccc2Cl)c(C)c1C(=O)NC1=NCCS1	3.1	-2.1%	-4.4	6.9%
Cn1ccnc1Sc1ccc(/C=N/NC(=O)c2ccccc2[N+](=O)[O-])cc1[N+](=O)[O-]	6.9	0.8%	28.2	-13.0%
CC(=O)OCC1=C(C(=O)O)N2C(=O)C(NC(=O)CSc3ccncc3)[C@@H]2SC1 (stereo not given in full)	/	-5.3%	/	-3.6%
CC1(C)CC(=O)C2=C(C1)OC(N)=C(C#N)C2c1cn(-c2ccccc2)nc1-c1ccc(F)cc1 (stereo not given)	-18.1	1.7%	-16.7	/
CC(=O)N1CCCc2cc(S(=O)(=O)N3CCN(C4CCCCC4)CC3)ccc21	5.2	0.9%	?	-4.9%
CC(C)Nc1nc2n(c(=O)n1)CCN2C(C)C	1.3	1.0%	-24.3	4.2%

The list continues:
SMILES	IMPase inh	ALOX12 inhib	PNC inhibitor	15-hLO-2 inh
COc1cc2c(cc1OC)C(C)N(C(C)=O)CC2 (stereo not given)	2.1	1.0%	?	/
C[C@@]12CC(=O)NC1N(C(=O)c1ccccc1)C(c1ccccc1OC(=O)c1ccccc1)C2 (stereo not given in full)	11.9	-3.2%	-2.7	-11.5%
O=C(C1CC1)N1CCN(C(c2ccccc2)c2ccccc2)CC1	7.4	7.4%	10.5	0.1%
CCOC(=O)N1CCN(C(=O)CN(c2cccc(C(F)(F)F)c2)S(=O)(=O)c2ccccc2)CC1	8.9	-3.4%	20.1	6.6%
CC(C)Oc1ccc(OCCCN2CCCCCC2)cc1	14.1	-7.8%	-18.5	4.5%
Cc1nn(Cc2ccccc2)c(C)c1C(=O)NCCN1C(=O)S/C(=C\c2ccc(F)cc2)C1=O	/	0.7%	37.0	/
O=C(O)c1ccc(N(c2ccccc2)c2ccccc2)cc1	-8.7	-4.4%	?	/
CCn1c(O)c(N=NC(=O)CNC(=O)/C=C/c2ccco2)c2ccccc21	10.8	-0.5%	-92.2*	-10.2%
Cc1cc(NC(=O)COc2nnc(-c3ccccc3)c3ccccc23)no1	15.0	1.2%	2.9	-9.2%

Entries listed above that bear a hit mark in PNC inhibitor:
SMILES	IMPase inh	ALOX12 inhib	PNC inhibitor	15-hLO-2 inh
CCCCN(CCCNC(=O)c1c(C)cc(=O)oc1C)c1ccccc1	7.8	-2.5%	-97.8*	-5.1%
CCC(=O)Nc1cccc2c1C(=O)N(C)C2=O	2.1	-3.8%	-111.1*	/
CCn1c(O)c(N=NC(=O)CNC(=O)/C=C/c2ccco2)c2ccccc21	10.8	-0.5%	-92.2*	-10.2%
